NF-kB neuron act: NF-kB expression increase, human neuronal cells | 1.6% of 190,000 active | fold change at 12.5 µM | NF-kB reporter expression; stronger effect = higher value; in the data active = fold change above about 3.3
APP 5UTR inh: APP translation inhibition; inhibition, % at 2 µM; SH-SY5Y APP 5'UTR-luciferase reporter, luminescence; 0.82% of 190,000 active;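 active = inhibition above a set limit, derived from the sample mean plus 3 SD, cut at about 45% in these data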; note: values of inactives mirror those of a sister screen read the other way
FLuc act counter: firefly luciferase counter-screen for stimulation assays. ATPlite luciferase biochemical, luminescence, 10 min; 0 = ATP-free wells, 1 = DMSO control. activation factor at 10 µM. 200,000 tested, under 10 active;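 active = luciferase activation factor, scaled between plate controls, of at least 2 with compound at 10 µM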
Target sequence (P08659 whole entry, looked up): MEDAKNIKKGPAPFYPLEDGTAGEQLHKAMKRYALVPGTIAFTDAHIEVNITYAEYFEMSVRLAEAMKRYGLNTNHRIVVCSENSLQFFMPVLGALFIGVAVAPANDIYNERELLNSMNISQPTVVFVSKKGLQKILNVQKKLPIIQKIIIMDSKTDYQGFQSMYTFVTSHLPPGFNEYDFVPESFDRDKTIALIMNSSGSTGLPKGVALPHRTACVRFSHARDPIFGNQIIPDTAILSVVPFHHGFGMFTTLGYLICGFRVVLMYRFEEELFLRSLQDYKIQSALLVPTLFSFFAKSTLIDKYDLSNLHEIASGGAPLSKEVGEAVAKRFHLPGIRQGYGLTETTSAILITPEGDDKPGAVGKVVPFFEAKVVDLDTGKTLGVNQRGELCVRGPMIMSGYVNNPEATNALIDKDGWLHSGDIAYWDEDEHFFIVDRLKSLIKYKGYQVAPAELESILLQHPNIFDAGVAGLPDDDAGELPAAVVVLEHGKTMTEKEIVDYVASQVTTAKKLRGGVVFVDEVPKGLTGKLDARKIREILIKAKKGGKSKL
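Assay system: Luciferase/luciferin detection reagent, cell-free biochemical luciferase assay / Also added: ATP substrate / Schedule: 10 min at ambient temperature / Measured by: luminescence measurement of luciferase light output / Benchmarks: low control with PBS replacing ATP, high control enzyme plus ATP without compound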
STAT3 activator: increases IL-6 driven STAT3 reporter signal; U3A cells, IL-6 STAT3-luciferase reporter, luminescence; 100% = signal with IL-6 EC80 alone; AID 871; 0.91% of 190,000 active; activation (% of control), % at 5.6 µM;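 active = activation above the screen-wide mean of compound activation plus 3 SD, cut at about 130% in these data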;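 note: 0% = background luminescence of wells with medium and substrate only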
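Detection: reporter luminescence signal / Assay system: STAT1-lacking human U3A cells, STAT3 luciferase reporter / Incubation: compound pre-incubation 1 h before IL-6, then 6 h stimulation at 37 °C / Control set: IL-6-only high control / Read-out: % activation relative to IL-6 control / Probe or stimulus: Interleukin-6, 33 ng/mL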
APP 5'UTR act: APP 5'UTR luciferase reporter activation; SH-SY5Y APP 5'UTR luciferase reporter, luminescence; zero percent = DMSO vehicle wells; activation, % at 2 µM; 1% of 190,000 active; AID 1276;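 active = activation above a set limit, based on mean plus 3 SD of controls, cut at about 140% in these data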; note: values of inactives mirror those of a sister screen read the other way
ROMK primary: modulators of human ROMK potassium channel | Tet-inducible ROMK, thallium flux fluorescence; actives lie on both sides | B-score at 10 µM | AID 1918 | P48048 | 2% of 130,000 active;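 active = signal ratio slope over the read window, or its plate-corrected B-score, at least 3 SD from the plate mean, either direction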;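 note: B-score of the F/F0 ratio slope over 7 to 12 s after thallium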
Target sequence (P48048 whole entry, looked up): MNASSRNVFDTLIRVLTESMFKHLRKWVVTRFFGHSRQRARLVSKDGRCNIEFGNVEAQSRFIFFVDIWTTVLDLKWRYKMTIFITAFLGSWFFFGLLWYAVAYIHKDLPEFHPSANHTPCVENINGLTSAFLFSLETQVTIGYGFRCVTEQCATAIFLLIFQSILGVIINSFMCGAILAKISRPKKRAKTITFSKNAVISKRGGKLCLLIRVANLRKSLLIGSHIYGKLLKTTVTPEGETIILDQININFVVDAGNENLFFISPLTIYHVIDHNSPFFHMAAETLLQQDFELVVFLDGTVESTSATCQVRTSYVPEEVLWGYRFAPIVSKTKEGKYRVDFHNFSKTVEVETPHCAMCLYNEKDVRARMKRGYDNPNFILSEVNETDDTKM
STAT1 blocker: reduces IFN-gamma driven STAT1 reporter signal. inhibition, % at 5.5 µM. NIH 3T3 STAT1-luciferase reporter, luminescence. 0.35% of 200,000 active;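 active = inhibition above a set limit, the mean inhibition across all tested compounds plus 3 SD, cut at about 34% in these data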;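 note: 0% = IFN-gamma with DMSO and 100% = IFN-gamma with 300 µM nifuroxazide; values of inactives mirror those of a sister screen read the other way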
STAT3 blocker: inhibitors of IL-6 induced STAT3 signaling; U3A cells, IL-6 STAT3-luciferase reporter, luminescence; host cell line lacks STAT1; inhibition, % at 5.5 µM; 0.89% of 190,000 active;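 active = inhibition above the mean inhibition across all screened compounds plus 3 SD, cut at about 44% in these data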;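 note: 0% = DMSO only wells and 100% = 100 µM nifuroxazide control wells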
STAT1 activator: increases IFN-gamma driven STAT1 reporter signal | NIH 3T3 STAT1-luciferase reporter, luminescence; 100% = IFN-gamma alone, no compound | activation (% of control), % at 5.5 µM | 2.6% of 200,000 active;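 active = activation above the screen-wide mean activation plus 3 SD, cut at about 130% in these data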;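 note: raw ratio to IFN-gamma control signal so 100% means no change and 0% no light; values of inactives mirror those of a sister screen read the other way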
FLuc inhib CS: inhibits firefly luciferase, flagging false hits in luciferase inhibition screens | P08659 | ATPLite firefly luciferase biochemical luminescence, 10 min | inhibition, % at 10 µM | 1.5% of 200,000 active | AID 1006;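 active = inhibition above about 50% when tested at 10 µM, limit read from the data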
* hit, by the source's call; x = no result given.

SMILES	NF-kB neuron act	APP 5UTR inh	FLuc act counter	STAT3 activator	APP 5'UTR act	ROMK primary	STAT1 blocker	STAT3 blocker	STAT1 activator	FLuc inhib CS
Cc1ccc(C(=O)CC(C(=O)O)P(=O)(c2ccccc2)c2ccccc2)cc1 (stereo unspecified)	1.1	-12	1.1	104	12	-0.38	-7	-3	106	-9
CCN(CC)CC(C)(C)NS(=O)(=O)c1ccc(Cl)cc1	1.1	-14	1.1	102	14	-0.53	2	3	98	-9
O=C(NCC1COc2ccccc2O1)c1ccco1 (stereo unspecified)	1.2	7	1	100	-7	x	-9	6	108	-4
COCCCN(CC(=O)Nc1ccc(N2CCOCC2)cc1)S(=O)(=O)c1ccc(Cl)cc1	1.1	16	1	101	-16	1.7	-5	0	102	0
CCOc1cc(C2NC(=O)N(C)C(C)=C2C(=O)OC)cc(Br)c1O (stereo unspecified)	0.69	-10	1	94	10	x	2	10	98	-3
CC(=O)Nc1ccc(C(=O)OCC(=O)c2cccc([N+](=O)[O-])c2)cc1	1.1	-4	1.1	95	4	x	13	5	88	-10
Cc1cccc(NC(=S)N2CCC(C(N)=O)(N3CCCCC3)CC2)c1C	0.97	-1	1.1	101	1	0.62	2	7	98	-10
O=C(C1CC(c2ccc(F)cc2)=NO1)N1CCCCC1 (stereo unspecified)	2.1	-66	1	96	66	x	-35	10	132*	3
O=C1CC(c2cccc(F)c2)c2c(c3ccccc3[nH]c2=O)O1 (stereo unspecified)	1.1	9	1	104	-9	0.027	-5	3	105	-1
Cc1[nH]c2ccccc2c1C(=O)COC(=O)C1CCC(=O)N1 (stereo unspecified)	1	2	1.1	103	-2	x	0	4	100	-6
CCC(=O)OC1CC(C)N(C(=O)c2ccccc2)c2ccc(C)cc21 (stereo unspecified)	1.2	9	1.1	98	-9	-0.31	3	3	101	-6
COc1cc(S(=O)(=O)N2CCOCC2)ccc1NC(=O)COC(=O)c1ccccn1	1	8	1	97	-8	0.33	7	5	96	-2
OCC[C@H]1C[C@H](O)[C@@H](O)[C@@]2(CCCCO2)O1	1.1	-12	1	98	12	-0.17	-6	0	105	-4
O=C(Cc1ccc(F)cc1)Nc1cccc(-c2cn3c(n2)SCC3)c1	0.69	9	1	93	-9	-1.2	-8	13	105	4
Cc1ccc2[nH]c(=O)c(CN(CC3COCCO3)C(=O)Nc3ccccc3C)cc2c1 (stereo unspecified)	0.76	9	1.1	98	-9	0.28	6	5	93	-9
Cc1ccc(-c2[nH]nc3c2C(c2ccc(OC(=O)N4CCOCC4)cc2)C(C#N)=C(N)O3)cc1 (stereo unspecified)	1.3	-4	1	107	4	-0.57	-2	-5	102	-1
CCCC(NC(=O)CNC(=O)C(C)(C)C)C(=O)O (stereo unspecified)	1.2	19	1.1	108	-19	x	-2	-5	102	-8
NS(=O)(=O)c1ccc(CCN2C(=O)/C(=C\c3ccc(Cl)cc3)SC2=S)cc1	0.92	-9	1.1	98	9	0.26	-1	0	101	-8
Cc1sc(NC(=O)c2ccc(=O)n(C)n2)nc1-c1ccccc1	0.82	-11	0.7	81	11	-0.12	-4	26	102	28
CCn1c(SC/C=C/c2ccccc2)nnc1-c1cccs1	0.99	1	1.1	96	-1	x	5	7	96	-7
CC(=O)c1cccc(NC(=O)N2CCCC2C(=O)NCc2ccccc2)c1 (stereo unspecified)	1.2	-19	1	98	19	x	-8	9	106	-2
O=C(Nc1ccc2c(c1)OCO2)C1CCN(S(=O)(=O)c2cccc3cccnc23)CC1	0.56	-21	1	99	21	-1.7	-1	6	101	-4
O=C1C(Oc2ccccc2)C(c2cccs2)N1Cc1ccc2c(c1)OCO2 (stereo unspecified)	1.2	-5	1	94	5	x	-5	12	104	-2
Cc1cc(NC(=O)CSc2ccccc2)no1	1.2	-9	1	103	9	x	4	1	96	0
CCOC(=O)c1cccc(NC(=O)c2cccs2)c1	1	-8	1	89	8	-0.17	16	16	85	0
CCCCC(O)(CCCC)C(=O)NN(C(=O)OCC)c1ccccc1	1.1	-12	1	99	12	x	-3	-4	102	0
CC(C)(C)n1ncc2c(=O)n(Cc3ccc(Cl)cc3Cl)cnc21	0.87	-5	1.1	95	5	1.2	-3	9	102	-7
O=c1oc(-c2ccco2)nc2sc3c(c12)CCCC3	1.9	-16	0.2	98	16	-1.4	2	6	95	79*
COC(=O)CNC(c1ccccc1)c1cc(Br)ccc1NC(=O)OCc1ccccc1 (stereo unspecified)	0.85	4	1	99	-4	0.28	-1	8	101	-4
CCN(CC)CCNC(=O)Cc1nn(CC)c(=O)c2ccccc12	0.95	-23	1.1	99	23	x	-5	2	104	-12

Records listed so far marked active in STAT1 activator:
SMILES,NF-kB neuron act,APP 5UTR inh,STAT3 activator,APP 5'UTR act,ROMK primary,STAT1 blocker,STAT1 activator,FLuc inhib CS
O=C(C1CC(c2ccc(F)cc2)=NO1)N1CCCCC1 (stereo unspecified),2.1,-66,96,66,x,-35,132*,3

The listing picks up, repeating the 4 entries before the break.
SMILES	NF-kB neuron act	APP 5UTR inh	FLuc act counter	STAT3 activator	APP 5'UTR act	ROMK primary	STAT1 blocker	STAT3 blocker	STAT1 activator	FLuc inhib CS
CC(C)(C)n1ncc2c(=O)n(Cc3ccc(Cl)cc3Cl)cnc21	0.87	-5	1.1	95	5	1.2	-3	9	102	-7
O=c1oc(-c2ccco2)nc2sc3c(c12)CCCC3	1.9	-16	0.2	98	16	-1.4	2	6	95	79*
COC(=O)CNC(c1ccccc1)c1cc(Br)ccc1NC(=O)OCc1ccccc1 (stereo unspecified)	0.85	4	1	99	-4	0.28	-1	8	101	-4
CCN(CC)CCNC(=O)Cc1nn(CC)c(=O)c2ccccc12	0.95	-23	1.1	99	23	x	-5	2	104	-12
Cc1cc(C)c2nc(C(F)(F)F)c(C#N)c(N)c2c1	0.78	-11	1	104	11	1.3	-1	3	101	-5
O=C(Cc1c(F)cccc1Cl)Nc1ccon1	0.93	5	1.1	100	-5	-0.46	1	1	99	-5
CCc1nnc(NC(=O)CN2CCN(C(=O)c3ccccc3)CC2)s1	1	-5	1.1	108	5	-0.1	-10	-7	108	-8
CCOC(=O)C(=CNCC(=O)O)C(=O)OCC	1.1	-18	1	102	18	x	0	8	100	-4
CCCCN(C)CCNC(=O)c1ccc(Cn2c(=S)[nH]c3ccc(Br)cc3c2=O)cc1	0.8	-7	1	106	7	-1.2	-5	6	104	-2
O=C(COC(=O)c1ccccc1SCC(=O)NC1CCS(=O)(=O)C1)NC1CCS(=O)(=O)C1 (stereo unspecified)	1.4	-1	1	107	1	-0.39	1	4	98	-2
COc1ccc(NC(=O)c2cccc(-n3c(C)ccc3C)c2)c(OC)c1	1.3	-13	1	97	13	-0.19	10	4	91	0
Cc1cccc(/C=N\NC(=O)c2ccc(Cl)cc2)c1O	4.3*	-2	0.8	87	2	1	-62	18	155*	23
O=C(CCN1CCc2ccccc2C(O)(c2ccccc2)C1)c1ccc2c(c1)OCCO2 (stereo unspecified)	x	7	x	98	-7	-3.5*	13	5	87	x
CC1=C(C(=O)N(C)C)C(c2ccc(Cl)c(Cl)c2)NC(=O)N1 (stereo unspecified)	1.4	2	1.1	100	-1	-0.99	4	7	97	-9
Oc1ccc(C[C@@H]2CNC(=S)N2CCCCC2CCCCC2)cc1	1	8	1.1	x	-8	x	8	x	94	-7
Cc1ccoc1C(=O)NCc1occc1C(=O)O	1.2	3	1	93	-3	x	4	14	98	-5
O=C(c1ccc(COc2c(F)c(F)c(F)c(F)c2F)o1)N1CCOCC1	1.1	-4	1.1	100	4	-0.018	4	3	96	-7
CCOc1nc(-c2ccc(Cl)cc2)nc2ccccc12	0.91	-6	1	110	6	1.2	8	-7	93	-2
O=C(CC1(O)C(=O)Nc2cc(Cl)cc(Cl)c21)c1ccccc1O (stereo unspecified)	0.99	-13	1.1	95	13	0.27	-1	10	102	-9
COc1ccccc1CNC(=O)c1cc2c(C)nn(Cc3ccc(F)cc3)c2s1	0.63	-8	1.1	103	8	x	5	-1	95	-8
Oc1oc(-c2ccccc2)nc1C=NCc1ccncc1	1.2	29	1.1	113	-29	-0.0095	3	-9	98	-6
Cc1cc(C)n2nc3ccccc3c2n1	1.5	9	1	120	-9	x	-3	-19	102	2
NC(=O)c1cnn2c(C(F)(F)F)cc(-c3ccc(F)cc3)nc12	0.94	-7	1.1	102	7	-1.1	1	-2	99	-8
O=C(Nc1ccc2c(c1)OCO2)C1CCCCN1S(=O)(=O)c1ccccc1 (stereo unspecified)	1.3	-25	1	106	25	-0.45	-1	-2	101	1
O=C1COc2ccc(C(=O)COC(=O)c3cnc(Cl)c(Cl)c3)cc2N1	1.2	-4	1	103	4	-1	4	4	95	4
CC(C)(C)C(=O)OCc1cn(-c2ccccc2)nn1	1.3	3	1	100	-3	x	-5	0	105	-1
CC(C)(C)C1CCC(OC(=O)C[N+]2(C)CCCC2)CC1 (stereo unspecified)	0.93	-12	1.1	107	11	0.3	1	-5	98	-5
Cc1cc([N+](=O)[O-])nn1CCCC(=O)O	1.1	-3	1	104	3	1.9	1	0	98	-3
CC(=O)O/N=C(/c1nonc1N)N1CCN(c2ccc([N+](=O)[O-])cc2Cl)CC1	0.92	4	1	93	-4	0.029	8	6	93	-2
O=C(O)CNC(=O)C(Cc1ccccc1)NC(=O)OCc1ccccc1 (stereo unspecified)	1.4	22	1.1	98	-22	0.86	-1	8	103	-6
O=C1c2ccccc2C(=O)N1Cc1nc2ccccc2o1	1.1	2	1.1	109	-2	-0.19	-3	-6	102	-9
CCC(C(=O)Nc1nccs1)c1ccccc1 (stereo unspecified)	1.1	19	1.1	95	-19	x	0	11	101	-6
Cc1ccccc1NC(=O)CSc1nnc(C)c(=O)[nH]1	0.99	-4	1	100	4	x	-4	4	103	-4
O=[n+]1c2c(n([O-])c3cc(Br)ccc31)CCC2	0.98	5	1	103	-5	0.35	-5	0	105	2
Cc1ccc(NC(=S)NNC(=O)c2nnn(-c3ccccc3)c2C)cc1	1.1	3	0.9	104	-3	-0.053	-7	-5	106	6
COc1cccc(CN(C)C(=O)c2ccc(S(=O)(=O)N3CCCC3)cc2)c1OC	1	-8	1	104	8	x	10	3	91	0
Cc1ccc[n+](CC2OCc3ccccc3CO2)c1	1.4	2	1.1	99	-2	0.53	-5	7	103	-7
O=C(OC1CCCCC1=O)c1cc(=O)c2ccccc2o1 (stereo unspecified)	1.1	-13	1.1	105	13	x	-6	-1	105	-8
CCOCCCN(C(=O)Nc1ccc(CC)cc1)C1CCN(C(C)=O)CC1	1.2	-24	1	112	24	0.71	-5	-9	103	-3
CCOC(=O)C1=C(C)NC2=C(C(=O)CC(C)(C)C2)C1c1ccc(N(C)C)cc1 (stereo unspecified)	0.73	-12	1.1	99	12	x	1	7	99	-7
Cc1ccc(C2c3c(oc4cc(C)c(C)cc4c3=O)C(=O)N2CCCN2CCOCC2)cc1 (stereo unspecified)	x	5	1.1	104	-5	x	1	-4	100	-10
COc1ccc(/C=C/C(=O)Nc2ccncc2)cc1OC	1	-10	1	90	10	1.5	0	16	100	1
CC(=O)[C@@H]1[C@@H]2C(=O)N(Cc3ccccc3)C(=O)[C@@H]2C2c3ccccc3C=CN21 (stereo partly specified)	1.1	-11	1	97	11	x	8	10	93	-4

From PubChem
